# From PubChem
# RXFP1 ag – agonists of human relaxin receptor RXFP1. Q9HBX9. HEK293T-RXFP1 cAMP TR-FRET, 30 min; response scale: percent of porcine relaxin response, buffer zero. Potency, µM (highest dose often 57.5 µM), inactives show top-dose activation, hits mostly activators. hit rate 0.3% among 370,000; also: potency is read from the fitted curve at half-maximal effect; % is scaled to controls: 0 for no effect and ±100 for the full control effect; nearly all actives have a fitted effect of over 60% in size; many of its hits are not listed in these tables
#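 HEK293T cells stably expressing RXFP1 were pretreated with the PDE4 inhibitor Ro 20174, exposed to compounds for 30 min at 37C, lysed, and cAMP was read by TR-FRET. Data normalized to buffer (basal) and 29 nM porcine relaxin (100%).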
# Vif-A3F inh – blocks the Vif interaction with APOBEC3F | hit rate 0.2% among 390,000 | Potency, µM (series often up to 46.1 µM), inactives show at the highest dose activity, negative = active | HeLa A3F-eYFP + Vif (tagged APOBEC3F with the HIV-1 protein that degrades it), YFP fluorescence increase; also: potency is read from the fitted curve at half-maximal effect; % of control where 0% means no effect; nearly all actives have a fitted effect of over 65% in size
#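 HeLa cells stably expressing Vif plus C-terminally eYFP-tagged A3F were seeded, incubated overnight at 37 deg C, dosed with compound, incubated overnight again at 37 deg C. Yellow fluorescence (Ex 488/Em 500-530) reported blocked Vif-mediated A3F-eYFP degradation.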
# D1 potentiator – potentiators of human D1 dopamine receptor; hit rate 0.036% among 360,000; HEK293 TREx D1 cells, calcium flux, dopamine EC20 potentiation; P21728; AID 504651; potentiation, % at 10 µM; in the data active = potentiation above about 30%; also: 0% is about no effect
# D1 antagonist – antagonists of human D1 dopamine receptor. P21728. HEK293 TREx D1 cells, calcium flux, dopamine EC80; hits give low values. activity change, negative = inhibition, % at 10 µM. hit rate 3.2% among 360,000. AID 504652; in the data active = activity change below about -30%; also: % is scaled to controls: 0 for no effect and ±100 for the full control effect
#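 HEK293 T-REx cells expressing inducible, force-coupled D1 receptor; no-wash Ca dye, 30–90 min RT. Cmpd → 180 s read at 1 Hz → EC80 DA → 180 s read.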
# D1 ag – human D1 receptor agonism; activation, % at 2 µM; hit rate 1% among 360,000; HEK293 T-REx D1 cells, calcium flux, agonist mode; in the data active = activation above about 30%; also: 0% is about no effect
#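 Tetracycline-induced HEK293 TREx D1 cells, force-coupled to calcium signalling, were dye-loaded with a no-wash calcium kit. Compound was pin-added after a 10 s baseline. Fluorescence was read kinetically at 1 cycle/s for 180 s, with calcium rises flagged as agonism.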
# Vif-A3G inh – Vif-A3G binding inhibition; hit rate 0.076% among 410,000; HeLa A3G-eYFP + Vif (tagged APOBEC3G with the HIV-1 protein that degrades it), YFP fluorescence, overnight; Potency, µM (series often up to 46.1 µM), without a hit: at the highest dose activity, negative = active, most hits filed as inhibitors; AID 602310;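 also: potency is read from the fitted curve at half-maximal effect; % is scaled to controls: 0 for no effect and ±100 for the full control effect; nearly all actives have a fitted effect of over 60% in size; hits raise eYFP signal because A3G escapes Vif-driven loss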
# Target sequence (Q9HC16 whole entry, looked up): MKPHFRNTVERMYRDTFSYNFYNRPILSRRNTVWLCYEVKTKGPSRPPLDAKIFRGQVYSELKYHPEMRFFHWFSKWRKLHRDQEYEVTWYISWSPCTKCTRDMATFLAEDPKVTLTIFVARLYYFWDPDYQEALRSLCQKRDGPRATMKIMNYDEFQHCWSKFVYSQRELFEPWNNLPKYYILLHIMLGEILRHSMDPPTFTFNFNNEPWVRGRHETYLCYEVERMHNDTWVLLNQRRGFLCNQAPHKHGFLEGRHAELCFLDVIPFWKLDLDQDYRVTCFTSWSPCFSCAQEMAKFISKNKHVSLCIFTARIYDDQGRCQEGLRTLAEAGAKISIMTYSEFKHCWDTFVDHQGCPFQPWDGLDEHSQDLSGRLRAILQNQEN
#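 Read-out is eYFP fluorescence (Ex 488/Em 500-530) from Vif-expressing HeLa A3G-eYFP cells; more signal means A3G escaped Vif-mediated degradation. Cells plated overnight, compound pinned in, incubated overnight at 37 deg C.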
# LDHA inh – blocks human lactate dehydrogenase A; P00338; AID 1347041; purified LDHA, NADH/diaphorase-resazurin fluorescence; hits give low values; activity change, % (values are at about 110 or 230 µM); hit rate 0.15% among 480,000; in the data active = activity change below about -30%; inconclusive = mostly about -25% to -30%;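 also: plate controls were DMSO wells for no effect and wells without enzyme for full effect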
#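 Human LDH5 (2 nM) was incubated with 0.06 mM NADH and 0.2 mM pyruvate for 5 min at room temperature in Tris pH 7.4. Remaining NADH was coupled through diaphorase/resazurin, and resorufin fluorescence was read at 0 and 20 min.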
# D2 potentiator – positive allosteric modulators of human D2 dopamine receptor. HEK293 T-REx D2, calcium flux, EC20 dopamine potentiation. potentiation, % at 10 µM. P14416. hit rate 0.34% among 340,000;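 active = potentiation over 3 SD above the plate norm, cut at about 30% in these data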; also: 0% is about no effect
# Target sequence (P14416 whole entry, looked up): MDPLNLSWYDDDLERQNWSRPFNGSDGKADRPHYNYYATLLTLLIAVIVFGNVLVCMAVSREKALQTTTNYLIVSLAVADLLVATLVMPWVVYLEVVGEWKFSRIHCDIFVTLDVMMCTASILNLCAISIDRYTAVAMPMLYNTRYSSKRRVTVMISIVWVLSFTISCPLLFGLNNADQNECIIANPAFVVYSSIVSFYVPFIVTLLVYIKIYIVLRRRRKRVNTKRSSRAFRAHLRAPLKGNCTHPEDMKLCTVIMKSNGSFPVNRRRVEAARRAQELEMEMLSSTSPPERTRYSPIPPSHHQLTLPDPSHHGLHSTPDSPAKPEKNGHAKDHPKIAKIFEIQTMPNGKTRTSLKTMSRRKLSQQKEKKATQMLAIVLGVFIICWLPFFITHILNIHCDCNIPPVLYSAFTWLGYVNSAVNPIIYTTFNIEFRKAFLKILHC
#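 Using a no-wash calcium dye in inducible, force-coupled HEK293 Trex cells expressing D2, we tracked fluorescence each second for 180 s after compound, then for 180 s after EC20 dopamine to detect augmented signalling.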
# Glioma ERSR ind – induces the endoplasmic reticulum stress response in human glioma cells | U87-MG GRP78 promoter luciferase reporter, 16 h | Potency, µM, without a hit: top-dose activation, most hits filed as activators | hit rate 0.02% among 420,000 | AID 602332; also: potency is read from the fitted curve at half-maximal effect; series mostly up to about 76 µM; % of control where 0% means no effect; nearly all actives have a fitted effect of over 35% in size
#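 Stably transfected U87-MG glioma cells carrying a GRP78-based luciferase sensor; 16 h compound incubation. Luminescence end-point read 10 min after Bright-Glo addition at room temperature.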
# Numbers without * were called inactive; ? = inconclusive; · = not tested or not shown; & = joins results of further samples. Unless noted, calls follow the shape of the dose curve; as a rule, active = well fitted curve in the direction sought with a large enough effect; inconclusive = small, poorly fitted or top-dose-only effect, or another doubt; inactive = no such curve, though single readings can be large; an effect the other way counts as inactive or inconclusive.
SMILES,RXFP1 ag,Vif-A3F inh,D1 potentiator,D1 antagonist,D1 ag,Vif-A3G inh,LDHA inh,D2 potentiator,Glioma ERSR ind
O=C(NCc1ccco1)C1(S(=O)(=O)c2ccccc2)CC=CC1,-1.6%,7.7%,2.1,1.7,0.0,1.2%,-2.4,-7.4,-0.5%
CN(C(=O)COC(=O)COc1ccc2ccccc2c1)c1c(N)n(Cc2ccccc2)c(=O)[nH]c1=O,2.6%,-0.9%,1.8,0.7,6.5,1.4%,0.7,5.9,-1.8%
O=C(Cc1cccs1)Nc1nc(-c2ccc(F)cc2F)cs1,-0.6%,-3.7%,7.9,-43.7*,15.1,0.8%,-1.5,17.7,-3.8%
CC(=O)C1CCC2C(CCC3=CC(=O)CCC32)C1 (configuration not stated),·,-2.1%,·,·,·,2.8%,-17.5,·,-0.6%
Nc1ccccc1Oc1c(F)c(F)c(Oc2ccccc2N)c(F)c1F,-1.1%,-2.7%,-6.2,2.0,3.7,-8.9%,-4.8,7.1,-0.7%
Cc1ccc(N=Nc2c(N)nn3c(N)c(C#N)c(C)nc23)cc1,-1.1%,0.7%,-1.7,-9.1,3.5,4.5%,-12.9,0.7,1.4%
C[C@H](CO)N1C[C@H](C)[C@@H](CN(C)S(=O)(=O)c2cccs2)Oc2ccc(NC(=O)Nc3ccc(C(F)(F)F)cc3)cc2C1=O,·,4.3%,·,·,·,-6.2%,0.2,·,-6.9%
CCCCC(=O)NC(=S)Nc1cc(C(=O)O)ccc1OC,0.2%,0.1%,-4.8,-13.7,6.7,-4.8%,-9.0,3.2,2.1%
COc1ccc(N2C(=O)[C@H]3CCC=C[C@H]3[C@@H]2c2ccccc2Br)cc1,·,4.3%,·,·,·,-8.6%,0.0,·,-0.2%&-0.8%
CCOC(=O)N1CCC(NC(=O)CS(=O)Cc2nc(-c3ccc(Cl)cc3)oc2C)CC1 (configuration not stated),0.5%,-2.3%,-4.8,-13.9,-0.1,0.2%,-3.4,16.5,-3.8%
CCOc1ccc(CCNC(=O)c2cn(C)c3ccc(S(=O)(=O)N4CCCCCC4)cc3c2=O)cc1OCC,-0.6%,-4.5%,0.9,5.8,-0.4,-1.1%,-4.0,2.1,-0.1%
Cc1ccc(N(C(=O)c2cccc(C)c2)S(=O)(=O)c2ccc(Cl)cc2)cc1,0.9%,1.3%,2.2,-15.9,2.4,-16.0%,-1.1,-0.9,-5.4%
Nc1ccc(Oc2cccc(Oc3ccc(N)cc3)c2)cc1,0.1%,0.3%,-4.2,-14.4,5.4,-1.2%,-0.6,0.9,-13.1%
Cc1ccc(-c2nc(SCC(=O)NCc3ccco3)c3c(=O)n(C)c(=O)n(C)c3n2)cc1,5.4%,5.0%,2.7,7.0,0.6,-2.9%,-1.6,-8.1,-8.4%
COc1ccc(CNc2nc(C)c([N+](=O)[O-])c(C)c2C#N)cc1,2.7%,-8.8%,-3.2,11.3,0.6,-0.4%,-12.8,-7.3,0.7%
CN(C)CC(=O)N1c2ccccc2CCc2ccc(NC(=O)c3ccc(N)cc3)cc21,0.7%,0.2%,1.9,5.6,-0.7,-3.4%,-7.9,12.1,-3.6%
O=C(O)C(CCC(C(=O)O)c1ccccc1)c1ccccc1 (configuration not stated),·,-4.5%,·,·,·,2.9%,-11.3,·,-3.8%
CC(C)N1CCc2c(sc(NC(=O)C3CCCCC3)c2C(N)=O)C1,5.2%,-2.9%,-10.1,1.7,7.5,7.4%,0.4,1.5,-8.7%
CSCCC(NS(=O)(=O)c1cccs1)C(=O)Nc1ccc(C)c(Cl)c1 (configuration not stated),3.7%,0.4%,-4.1,-38.8*,6.2,-2.0%,-3.4,15.1,-3.3%
COc1cccc(CN2CCNC(=O)C2CC(=O)N(Cc2cnn(C)c2)C(C)C)c1 (configuration not stated),-1.5%,-2.0%,-4.0,-3.8,1.5,-1.4%,13.0,1.9,-2.8%
COc1ccc(N(CC(=O)N2CCCCC2)S(=O)(=O)c2ccc(OC)c(OC)c2)cc1,0.1%,0.5%,-0.8,-1.8,-1.6,4.1%,-5.8,8.8,-2.7%
Cc1noc(C)c1S(=O)(=O)Nc1ccc2c(c1)C(=O)N([C@@H](C)CO)C[C@@H](C)[C@@H](CN(C)CC1CCCCC1)OCCCC[C@@H](C)O2,·,-1.1%,·,·,·,-3.8%,-0.5,·,-4.9%
CC(C)CCNC(=O)C(c1ccncc1)N(Cc1cccs1)C(=O)Cn1nnc(-c2ccc(F)cc2)n1 (configuration not stated),3.2%,-5.4%,-4.7,-3.7,0.1,5.2%,6.1,-9.8,-2.3%
CCOc1cc(C(=O)N/N=C(\C)Cc2ccc(OC)cc2)cc(OCC)c1OCC,1.7%,-3.3%,-9.6,-4.3,-0.5,?,-1.7,-19.2,-7.5%

# As entered above.
# For Glioma ERSR ind, `Cc1ccc(N(C(=O)c2cccc(C)c2)S(=O)(=O)c2ccc(Cl)cc2)cc1` shows -5.4%
# For Glioma ERSR ind, `COc1ccc(N2C(=O)[C@H]3CCC=C[C@H]3[C@@H]2c2ccccc2Br)cc1` shows -0.2%&-0.8%
# For RXFP1 ag, `CC(C)CCNC(=O)C(c1ccncc1)N(Cc1cccs1)C(=O)Cn1nnc(-c2ccc(F)cc2)n1` (configuration not stated) shows 3.2%

# Continued:
SMILES,RXFP1 ag,Vif-A3F inh,D1 potentiator,D1 antagonist,D1 ag,Vif-A3G inh,LDHA inh,D2 potentiator,Glioma ERSR ind
CC(=O)Nc1cccc(-c2nnc3n2CC(C)S3)c1 (configuration not stated),-0.5%,3.7%,13.4,28.8,0.6,5.3%,-6.5,7.8,0.8%
COc1ccc(-c2[nH]ncc2CN2CCC(OCc3cccnc3)CC2)c(F)c1,3.9%,10.8%,-5.3,4.6,2.8,3.7%,-8.6,5.3,-4.2%
COc1ccc(CC(=O)N(Cc2ccccc2)C(C)C)cc1,2.9%,-1.2%,-9.3,-15.3,2.1,-1.8%,-0.8,11.1,-5.4%
O=C(Nc1cccc(Cl)c1)N(CCCN1CCOCC1)Cc1ccccc1F,2.5%,-6.4%,-7.5,-4.8,12.6,-0.2%,-2.0,-12.8,-5.2%
O=C(c1ccco1)N1N=C(c2ccc(Br)cc2)CC1c1ccco1 (configuration not stated),-0.3%,0.0%,-3.4,-3.3,3.9,-0.5%,-4.3,11.7,0.7%
COc1cc(C(CC(=O)N2CCOCC2)c2c(OC)cc(OC)c3ccc(=O)oc23)cc(OC)c1OC (configuration not stated),-2.8%,-6.0%,5.8,0.7,1.5,4.1%,0.2,-7.5,-3.6%
O=C(/C=C/c1ccco1)N1CCC(Cc2ccccc2)CC1,-1.1%,-20.5%,-0.9,-9.4,3.9,-22.8%,-1.6,1.5,3.5%
CCOc1ccccc1C(=O)N1CC(=O)Nc2ccc(C)cc2C1c1ccccc1 (configuration not stated),0.2%,-0.7%,0.2,-3.2,10.4,-5.7%,-3.4,·,-4.4%
Cn1nc(CC#N)c2c(=N)n(N)cnc21,·,2.5%,·,·,·,0.1%,-5.3,·,-4.1%
O=C(CNc1cccc(F)c1)N1CCc2ccccc2C1,2.4%,-3.3%,-4.3,-6.3,3.5,-8.4%,-0.6,5.2,4.5%
COc1ccc(C)cc1S(=O)(=O)Nc1cccc(-c2ccc(N3CCCCCC3)nn2)c1,-2.1%,4.1%,-1.1,13.0,3.9,4.8%,-4.2,13.2,2.4%
Cc1nc2ccccc2c(=O)n1-c1ccc(NS(=O)(=O)c2cc(F)ccc2F)cc1,-1.8%,3.4%,3.8,11.7,1.4,2.6%,-3.1,-0.5,-4.0%
O=C(CSc1cc(Cl)ccc1Cl)NC1CCCC1,0.8%,2.1%,2.2,13.6,2.2,-0.5%,-13.1,·,2.7%
Nn1c(SCC(=O)N2CCOCC2)nnc1-c1ccco1,-0.2%,-22.3%,0.1,-1.3,3.0,0.1%,-3.4,3.6,1.3%
Cc1ccccc1CSc1nnc(-c2ccccn2)n1N,0.1%,-6.2%,-1.6,-3.0,-1.0,-0.4%,-2.0,-9.2,5.6%
COc1cccc(NC(=O)N2CCCC(C(=O)NC3CCCCC3C)C2)c1 (configuration not stated),-4.4%,2.9%,-2.5,-1.5,0.1,1.2%,0.7,-8.2,-5.8%
COc1cccc(/C=N/NC(=O)NC23CC4CC(CC(C4)C2)C3)c1O,·,-10.1%,·,·,·,0.2%,5.9,·,-0.7%
O=C(CNC(=O)C12CC3CC(CC(C3)C1)C2)OCc1cc(=O)n2cc(Br)ccc2n1,8.6%,-9.9%,4.1,3.1,0.3,-1.6%,-1.4,0.9,-7.4%
O=C(Nc1ccccc1Br)C1CC(=O)N(c2ccc3c(c2)OCCO3)C1 (configuration not stated),-0.2%,-11.0%,0.3,1.3,4.8,-0.2%,-7.4,-8.1,-5.4%
O=C(O)c1ccccc1NS(=O)(=O)c1ccc2ccccc2c1,1.4%,1.8%,1.2,19.4,-0.4,-2.2%,-5.3,32.1*,11.7%
CC(=O)OC1CC(C)N(C(=O)c2ccccc2)c2ccc(C)cc21 (configuration not stated),-0.5%,-5.1%,0.3,-4.7,1.5,1.0%,-8.8,-2.2,-7.1%
CCOc1ccccc1OCC(=O)Nc1c(C)n(C)n(-c2ccccc2)c1=O,1.8%,-4.7%,-6.7,3.0,1.7,0.4%,-2.8,1.5,-2.5%
CCCCC1=CC2=CC(=O)C(C)(OC(=O)CC)C(=O)C2=CN1CC(C)C (configuration not stated),-3.6%,1.8%,2.8,4.2,3.0,0.4%,15.8,22.2,-0.3%
COC(=O)c1[nH]c2cc(OC)ccc2c1NC(=O)CN1CCN(c2cccc(C)c2)C(C)C1 (configuration not stated),1.3%,?,2.1,11.8,0.8,-2.4%,-4.0,3.6,-7.7%
CCNC(=O)NC(=O)C(C)Sc1nc2ccccc2c(=O)n1-c1cccnc1 (configuration not stated),0.5%,-0.5%,-14.1,-10.7,2.1,4.5%,-3.0,5.1,-4.7%

# Some of the compounds tested; rates above refer to the full screens.
